Assay outcomes: PubChem, NCI
All columns: NCI-60 one-dose screen, growth in % after 48 h at 10 µM unless noted; 100 = growth as untreated, 0 = no growth, -100 = all killed.
MDA-MB-435 = MDA-MB-435 melanoma. 82,000 tested, 7.8% active. AID 1794794
MALME-3M = MALME-3M melanoma; 78,000 tested, 5.8% active
UACC-62 = UACC-62 melanoma; 81,000 tested, 5.4% active
SK-MEL-28 = SK-MEL-28 melanoma; 81,000 tested, 4.1% active
UACC-257 = UACC-257 melanoma; 78,000 tested, 4.4% active
SK-MEL-2 = SK-MEL-2 melanoma; 77,000 tested, 4.7% active
LOX IMVI = LOX IMVI melanoma; AID 1794757; 79,000 tested, 7.4% active
SK-MEL-5 = SK-MEL-5 melanoma. 80,000 tested, 6.4% active
Starred values were filed as active, the others as inactive; . = not tested or not shown; & = joins results of further samples. The calls were made as follows: active = growth percent below 10; inactive = the rest.

Sequence of screens – MDA-MB-435	MALME-3M	UACC-62	SK-MEL-28	UACC-257	SK-MEL-2	LOX IMVI	SK-MEL-5
1	COc1ccc(S(=O)(=O)NCCCNc2nccc(-c3c(-c4cccc([N+](=O)[O-])c4)nc4sccn34)n2)cc1
    42	58	10	61	53	41	30	-20*
2	CCOC(=O)c1c2c(c(C)n1Cc1ccccc1)-c1nn(Cc3ccccc3)cc1CC2
    96	102	71	120	107	89	86	62
3	CCSc1ccccc1
    101	110	110	99	105	120	93	99
4	NC(N)=N/N=C(/c1ccccc1)c1ccc(N)cc1
    91	122	91	150	93	112	95	101
5	CC1=NN(c2cccc(Cl)c2)C(=O)/C1=C\C=C\c1ccccc1
    14	116	28	-70*	63	75	-88*	5.0*
6	Cc1cc2nc(C(Cl)Cl)nc(-c3ccco3)n2n1
    89	108	78	88	93	103	93	98
7	Nc1nc2nonc2nc1Nc1ccccc1F
    103	114	100	110	98	101	101	98
8	N#Cc1ccc(Nc2nc(Br)cnc2N)cc1
    108	111	78	106	112	103	90	98
9	CC1=CC(C)=C(C#N)C2=S=C(c3ccccc3)C(=O)N12
    94	95	87	99	102	.	98	88
10	O=C1c2ccccc2C(=O)c2c(Cl)ccc(O)c21
    106	94	92	107	105	83	93	94
11	CCCCCCCCCCCCCCn1cc(C2=C(c3coc4ccc(OC)cc34)C(=O)NC2=O)c2ccccc21
    98	107	96	101	97	104	101	107
12	O=C(Nc1cccc2c1CCCC2)c1cc2ccccc2cc1O
    42	27	23	34	22	41	27	-38*
13	Fc1ccc(-c2nnc(-c3c(-c4ccccc4)nc4ncccn34)o2)cc1
    100	.	94	102	121	.	91	93
14	Cc1ccc(C(=O)C[n+]2cccc3c4ccccc4ccc32)cc1
    13	10	32	45	5.2*	36	-24*	-89*
15	C=C(C)COC(=O)Nc1ccccc1
    114	132	109	118	122	127	108	111
16	NNC(=O)c1ccco1
    102&110	107	98&107	115&103	95&109	104&115	101&106	112&106
17	CC12CCC3C(CCC4CC(O)CCC43C)C1C/C(=C/O)C(=O)O2 (configuration not stated)
    111	134	100	112	93	104	101	93
18	S=C(S)Nc1cccc2ccccc12
    98	110	85	109	.	95	98	95
19	COc1ccc(NC(=O)c2nc(-c3cc(OC)c(OC)c(OC)c3)n(-c3ccc(F)c(F)c3)n2)cc1
    97	90	103	110	.	96	100	100
20	CC(=O)Oc1cc2cnc3c4cc(OC(C)=O)c(OC(C)=O)cc4ccc3c2cc1OC(C)=O
    23	7.0*	-22*	43	21	56	11	13
21	COc1cc(-c2nn(-c3cccc(F)c3)cc2C(=O)O)ccc1O
    77	98	101	104	97	98	93	.
22	CC(C)(C)n1cc(-c2ccnc(NCCCNS(=O)(=O)c3ccccc3)c2)c(-c2cccc(F)c2)n1
    71	90	70	90	74	95	55	49
23	Cc1nnc2ncccn12
    93	98	90	109	99	116	102	104
24	O=C(C(Cl)Cl)N1CC2CCC(CC2)C1
    107	.	116	113	92	107	98	108
25	Nc1ncc(-c2ccccc2)c2ccncc12
    117	134	109	131	.	102	98	96
26	CC(=O)Nc1ccc(Cl)cc1NC(C)=O
    114	97	98	119	102	121	94	107
27	COc1ccc2[nH]cc(-c3nc(N)nnc3-c3cn(C)c4ccc(F)cc34)c2c1
    72	85	59	94	96	97	91	93
28	O=[N+]([O-])c1ccc(C=Nc2ccccc2)cc1
    103	112	112	111	106	.	101	101
29	O=c1cc(-c2nc3ccc(F)cc3s2)c2cc(Cl)c(Cl)cc2o1
    92	.	.	90	105	95	91	82
30	O=C(CSc1nccc(Nc2ccc(S(=O)(=O)Nc3nccs3)cc2)n1)c1ccc(Cl)cc1
    105	104	96	118	100	99	99	102
31	CCOC(=O)C1=C(N)N(c2ccc(Cl)cc2)C2=C(C(=O)CC(C)(C)C2)C1c1ccccc1OC (configuration not stated)
    50	60	56	64	56	85	63	71
32	CCN1CCN(c2ccc(Nc3ncc4ccc5ncn(C(C)C)c5c4n3)nc2)CC1
    1.0*	-34*	-17*	-14*	0.9*	-57*	-33*	-8.8*
33	CS(=O)(=O)c1ccc(C(=O)N/N=C/c2ccc(O)cc2)cc1
    111	102	101	112	.	100	101	98
34	CCOC(=O)CCCN1C/C(=C\c2ccc(C)cc2)C(=O)c2ccccc21
    106	99	80	.	93	91	114	95
35	COc1ccc(-c2c3c(C)nn(-c4ccccc4)c3nc3nc[nH]c(=O)c23)cc1
    97	96	96	110	.	101	101	95
36	COC(=O)/C=C/c1cccc2c1C(=O)NC(C)(c1cc3cc4ccccc4cc3oc1=O)N2 (configuration not stated)
    76	20	49	58	78	79	6.3*	79
37	C=CCCC1(C)NC(=O)NC1=O (configuration not stated)
    99	111	99	106	104	102	94	104
38	COc1nc2ccccc2cc1-c1nc2c(cnn2-c2ccc(Br)cc2)c(=O)[nH]1
    -75*	53	25	43	47	24	32	5.2*
39	CC(=O)Nc1nc(C)c(C(=O)NNC(=O)NC2CCCCC2)s1
    108	144	91	96	116	77	94	100
40	CCCCn1cnc2c(SCc3cccc(F)c3)nc(N)nc21
    101	96	96	103	117	101	95	104
41	COc1cc2cc(Sc3ccc(NC(=O)c4ccc(Cl)c(C(F)(F)F)c4)cc3)c(C)nc2cc1OC
    100	90	89	94	108	98	90	83
42	CCNc1nc2cc3c(C)c(CC)c(=O)oc3c(C)c2o1
    107	81	106	117	97	95	95	113
43	O=C(O)c1cccc(CN2CCN(c3cc4c(cc3F)c(=O)c(C(=O)O)cn4C3CC3)CC2)c1O
    99	96	102	106	98	101	98	102
44	COc1c(OC)c(OC)c2c(=O)cc(-c3ccc4c(c3)OCO4)oc2c1OC
    113	132	87	107	120	101	94	83
45	Cc1cccc(OC(=O)Cc2ccccc2)c1
    101&107	104&105	99&102	112&96	108&98	106	104&105	99&102
46	CC1=NN(c2ccc(S(=O)(=O)O)cc2)C(=O)C1N=Nc1ccc(C)c(S(=O)(=O)Nc2ccccc2)c1 (configuration not stated)
    129	91	96	116	97	83	97	102
47	CC(C1CCC(CN2Cc3ccc(O)c(F)c3C2=O)CC1)N1CCOCC1 (configuration not stated)
    102	107	98	108	.	115	94	101
48	Cc1ccc(N2N=C(C(=O)N(C)C)N(C)CC2=O)cc1
    105	108	100	104	106	102	94	102
49	C/C(=N/NC(N)=S)c1sc(Nc2ccccc2O)nc1C
    110	96	92	109	112	101	96	98
50	CCn1cc(/C=C(/SS/C(=C/c2cn(CC)c3cccc(C(=O)O)c23)C(=O)O)C(=O)O)c2c(C(=O)O)cccc21
    101	93	94	107	102	103	95	101

(list continues)
Sequence of screens – MDA-MB-435	MALME-3M	UACC-62	SK-MEL-28	UACC-257	SK-MEL-2	LOX IMVI	SK-MEL-5
51	CCOC(=O)c1cc(C)[nH]c1C
    107	100	95	111	69	100	96	106
52	c1ccc2nc(NN=C3CCCCC3)ccc2c1
    95	83	91	96	107	116	78	87
53	COc1ccc(C(=O)NC(c2ccccc2Cl)c2cc(Cl)c3cccnc3c2O)cc1 (configuration not stated)
    107	.	69	111	106	88	82	95
54	CC1=NN=C(N2N=C(c3cc4ccccc4o3)CC2c2c[nH]c3ccccc23)SC1 (configuration not stated)
    100	95	79	106	107	95	92	98
55	O=c1[nH]n(-c2ccccc2)c(=O)cc1Cl
    110	100	87	117	97	104	96	102
56	CCOC(CCC#N)c1ccccc1 (configuration not stated)
    108	104	100	106	109	129	113	105
57	CCOP(=O)(OCC)C(Cc1ccccc1)N=C(c1ccccc1)c1ccccc1 (configuration not stated)
    96	95	91	111	84	87	101	100
58	COc1ccc(-c2cs/c(=N\N=C\c3ccc(O)cc3O)n2/N=C/c2ccc(O)cc2O)cc1
    -33*	-23*	-36*	-23*	-3.6*	-28*	-36*	-39*
59	O=C(/C=C(\Nc1ccccc1)c1ccccc1)c1cn(-c2ccc([N+](=O)[O-])cc2)nn1
    102	103	85	84	42	5.3*	88	97
60	C[P+](C)(c1ccccc1)c1ccccc1
    98	111	103	101	.	108	91	101
61	N/C(=N\c1nc2ccccc2s1)NC(=O)Nc1ccc(Br)cc1
    47	104	76	94	99	95	103	97
62	COC(=O)/C=C1/SC(=Nc2ccc(F)cc2)N(CCc2c[nH]c3ccc(O)cc23)C1=O
    25	59	23	52	39	-0.8*	-11*	45
63	COc1ccc2nc3cc(Cl)ccc3c(Nc3cc(C(C)C)c(O)cc3C)c2c1
    31	39	66	71	47	.	27	-91*
64	CCCCCCCCCCCCCCCCCCCC(=O)NCCc1c[nH]c2ccc(OC(=O)NOCCOCCOCCOCCOCCOCCOCCOCCOCCOCCOCCOCCOCCOCCOCCOCCOCCOCCOCCOCCOCCOCCOC)cc12
    17	8.0*	-69*	-3.0*	6.9*	-69*	-91*	-16*
65	COc1cc(/C=C/C(=O)c2ccc(O)c(CN3CCN(c4cc5c(cc4F)c(=O)c(C(=O)O)cn5C4CC4)CC3)c2)cc(OC)c1OC
    29	74	60	59	64	66	21	64
66	CC(C)Sc1nc(NNC(N)=O)c(C#N)c(-c2ccc(F)cc2)n1
    104	104	86	111	102	96	95	97
67	CN1CCN(CC(O)CO)CC1 (configuration not stated)
    112	112	111	104	119	112	104	114
68	CCOC(=O)[C@H](Cc1ccccc1)Nc1nc(N)nc(N(C)c2ccccc2)c1C=O
    99	.	95	116	91	98	100	97
69	O=C(NO)c1ccc(CN2CC(=O)N(Cc3ccccc3)[C@H](Cc3ccccc3)C2=O)cc1
    91	77	88	95	69	99	93	97
70	CCC(=O)c1c2c(c3ccc4c5ccccc5ccc4n13)C(=O)c1ccccc1C2=O
    -90*	-88*	55	76	72	89	50	-24*
71	Cn1c(=O)c2c(ncn2CN2CCCCC2)n(C)c1=O
    101	92	113	111	101	98	92	99
72	CC(=O)Oc1ccc(CCC(=O)c2c(OC(C)=O)cc(OC(C)=O)cc2OC(C)=O)cc1
    101	98	83	100	89	99	84	89
73	Cc1ccc(S(=O)(=O)N/N=C2/C3CC4C(C3)C24)cc1
    100	91	106	112	99	106	95	98
74	CC[N+](CC)=c1cc2oc3cc(N(C)C)ccc3nc-2cc1C
    51	-25*	63	.	-28*	19	17	7.6*
75	C=CCNc1nnc(C)s1
    124	106	97	104	.	.	98	107
76	COc1cc(CNC(=O)C[C@H](C)CCC=C(C)C)ccc1OCc1cn(-c2ccc(Cl)c(Cl)c2)nn1
    91	77	69	89	91	94	51	72
77	c1ccc(Nc2ncnc3onc(-c4ccccc4)c23)cc1
    106	121	87	108	102	96	103	100
78	O=C(NC1CCCCC1)Oc1ccccc1-c1ccccc1
    105	75	62	106	101	97	85	91
79	COc1ccc(/C=C(\C#N)C(=O)Nc2cccc(Nc3nc(SC)nc(-c4cccc([N+](=O)[O-])c4)c3C#N)c2)cc1
    103	100	98	105	106	106	94	97
80	O=c1ccc(=O)n(-c2nc(-c3cc4c(ccc5ccccc54)oc3=O)cs2)[nH]1
    101	111	96	102	99	101	94	95
81	CN1c2ccccc2NC(=S)c2ccccc21
    108	94	87	107	95	99	92	104
82	COc1ccccc1-c1cc(-c2cc3cc(Br)ccc3oc2=O)nc(N)n1
    94	.	84	96	100	107	84	100
83	O=C(/C=C/c1cn(-c2ccccc2)nc1-c1ccc([N+](=O)[O-])cc1)c1ccc(Cl)cc1
    60	50	59	57	103	96	38	72
84	NC(=O)SCC(=O)Nc1ccccc1
    99	125	90	106	90	95	92	96
85	O=C(NNC(=S)NCc1ccccc1)c1cc2ccc1CCc1ccc(cc1)CC2
    102	91	89	103	108	99	98	100
86	CCN(CC)CCSc1ncnc2c1cnn2-c1ccc(S(N)(=O)=O)cc1
    76	69	93	93	66	97	87	79
87	COc1ccc(NC(=O)C(C)C)cc1
    120	128	111	119	91	127	106	120
88	COc1cc(-c2csc(NC(=O)c3cc(N4CCOCC4)cc(C(F)(F)F)c3)n2)cc(OC)c1OC
    86	83	65	91	68	80	64	59
89	COc1cnc2c(c1)C(=O)c1c-2n(CCCn2ccnc2)c(=O)c2cc(F)ccc12
    -60*	-52*	-55*	-63*	-35*	-19*	-69*	-96*
90	O=C(O)/C=C(\CCc1ccccc1)C(=O)O
    105	119	105	116	.	119	99	105
91	O=C1OC(=O)[C@H]2[C@@H]3CC[C@@H](C3)[C@@H]12
    .	97	110	103	101	94	97	115
92	O=[N+]([O-])c1cc(Cl)ccc1S(=O)(=O)c1ccccc1
    103	102	93	111	.	83	89	97
93	O=C(CC1C=CCC1)Nc1ccccc1 (configuration not stated)
    111	99	100	115	107	90	102	105
94	Cc1ccc(-c2nc(Nc3cccc(C(=O)O)c3)c3ccccc3n2)cc1
    101	96	88	97	112	112	81	86
95	O=S1(=O)CCC(N(Cc2ccc(F)cc2)S(=O)(=O)c2ncsc2-c2ccccc2)C1 (configuration not stated)
    107	105	91	104	93	.	99	102

Random draw from the library; 13% or so of the library scored in one or more.
